TRPC4 block – inhibitors of mouse TRPC4 channel, primary screen, Fluo4 calcium, HEK293 TRPC4beta/mu-opioid cells; DAMGO-evoked Fluo4 calcium flux; hits give low values; 300,000 tested, 0.39% active; B-score at 10 µM; AID 2247, 2010;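 active means B-score over 3 SD under the library average, no early fluorescence shift, positive overall ratio signal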
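Test system – stable TRPC4beta/mu-opioid receptor HEK293 cells · Probe or stimulus – DAMGO, a submaximal dose followed by a maximal one · Dosing – one concentration per compound · Signal – Fluo4 calcium fluorescence by kinetic imaging, 5 s 1 Hz baseline · Evaluation – per-well B score of integrated baseline-normalized Fluo4 ratio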
RGS4 act – RGS4 potentiators or activators, primary screen, cell-based, HEK293 M3R inducible RGS4, calcium flux | B-score at 10 µM | 310,000 tested, 0.92% active | carbachol calcium flux Fluo4; hits give low values | AID 463111, 2010;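 active means B-score of the integrated calcium signal more than 4 SD below the library mean, with starting fluorescence not abnormally high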;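 further: negative B-score means reduced calcium response which marks RGS4 activation or potentiation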
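Detection: kinetic calcium fluorescence imaging with Fluo4-AM dye, 2 µM / Material: HEK293 cells with stable M3R and inducible RGS4 / Schedule: recording 10 s baseline at 1 Hz, 100 s post-agonist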
Platelet DG rel – inhibitors of platelet dense granule secretion, primary screen, cell-based, MLPCN, human platelets. human platelet-rich plasma, SFLLRN dense granule ATP release, luminescence. inhibition, %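 (compounds screened at 7.5 µM in platelet-rich plasma)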. 300,000 tested, 0.22% active;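 active means mean replicate score, as percent of positive control, at or above 50; inconclusive means mean below 50 but at least one replicate at or above 50; inactive means mean and every replicate below 50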
HIF act – HIF pathway transcriptional activators, primary screen, cell-based, U2OS HRE-luciferase, luminescence. U2OS HRE-luciferase reporter; normalized: DMSO 0%, desferrioxamine 100%. activation, % at 7.5 µM (by protocol). 300,000 tested, 0.32% active;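 active means mean activation of at least 10% of the iron chelator positive control signal, with at least half of replicates also reaching 10%; inconclusive means mean and replicate majority disagree about reaching 10%; inactive means mean and most replicates under 10%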
MrgX1 agonist – agonists of human MrgX1 receptor, primary screen, HEK293 cells, Fluo-4 calcium flux; Mas-related G-protein coupled receptor member X1 (Homo sapiens), Q96LB2; Fluo-4 calcium fluorescence, agonist mode; hits give high values; B-score at 10 µM; 310,000 tested, 0.44% active;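 active means calcium response B-score plate-corrected fluorescence ratio at least 3 library SD, with starting fluorescence B-score inside 5 SD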
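Material: HEK293 cells stably expressing human MrgX1 receptor | Quantity: 15,000 cells per well | Times: Cells plated overnight, dye loaded 0.5 h 37 °C, 0.5 h room temperature | Measured by: Kinetic Fluo-4 NW fluorescence of intracellular calcium | Control set: Positive and negative controls per plate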
MrgX1 allo act – positive allosteric modulators of MrgX1, primary screen, HEK293 cells, Fluo-4 calcium flux. Mas-related G-protein coupled receptor member X1 (Homo sapiens), Q96LB2. B-score at 10 µM. 310,000 tested, 0.63% active. FDSS; hits give high values;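 active means plate-corrected calcium response at least 3 library SD above typical, normal starting fluorescence, not activating the receptor alone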;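 further: compound read alongside a low EC10 to EC30 dose of BAM8-22 agonist; peak minus trough fluorescence over baseline measured at the second addition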
SKKanGAS inh – S. pyogenes SKKanGAS growth inhibitors in kanamycin, primary screen, streptokinase expression inhibitor project, SKKanGAS strain, BacTiter-Glo luminescence; 6 h; inhibition, % at 7.5 µM; 300,000 tested, 1.3% active; AID 1662, 2009;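 active means mean replicate score, as percent of positive control median, at least 50; inconclusive means mean below 50 but one replicate at or above 50; inactive means mean and every replicate below 50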;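 further: strain carries kanamycin resistance gene driven by streptokinase promoter and grows in 40 µg/ml kanamycin; loss of luminescence reflects streptokinase promoter inhibition or plain growth inhibition; 0% = median of DMSO wells and 100% = positive control at its reference dose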
TRPC6 inh – mouse TRPC6 channel inhibitors, primary screen, cell-based, HEK293, membrane potential dye | Short transient receptor potential channel 6 (Mus musculus), Q61143 | ACh-evoked depolarization; hits give low values | B-score at 10 µM | 310,000 tested, 1.1% active;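 active means B-score under library mean minus 3 SD, initial fluorescence not abnormally high, positive integrated signal ratio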;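 further: B-score derived from integrated fluorescence ratio over the kinetic read; more negative B-score means stronger inhibition of depolarization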
Target sequence (Q61143 whole entry, looked up): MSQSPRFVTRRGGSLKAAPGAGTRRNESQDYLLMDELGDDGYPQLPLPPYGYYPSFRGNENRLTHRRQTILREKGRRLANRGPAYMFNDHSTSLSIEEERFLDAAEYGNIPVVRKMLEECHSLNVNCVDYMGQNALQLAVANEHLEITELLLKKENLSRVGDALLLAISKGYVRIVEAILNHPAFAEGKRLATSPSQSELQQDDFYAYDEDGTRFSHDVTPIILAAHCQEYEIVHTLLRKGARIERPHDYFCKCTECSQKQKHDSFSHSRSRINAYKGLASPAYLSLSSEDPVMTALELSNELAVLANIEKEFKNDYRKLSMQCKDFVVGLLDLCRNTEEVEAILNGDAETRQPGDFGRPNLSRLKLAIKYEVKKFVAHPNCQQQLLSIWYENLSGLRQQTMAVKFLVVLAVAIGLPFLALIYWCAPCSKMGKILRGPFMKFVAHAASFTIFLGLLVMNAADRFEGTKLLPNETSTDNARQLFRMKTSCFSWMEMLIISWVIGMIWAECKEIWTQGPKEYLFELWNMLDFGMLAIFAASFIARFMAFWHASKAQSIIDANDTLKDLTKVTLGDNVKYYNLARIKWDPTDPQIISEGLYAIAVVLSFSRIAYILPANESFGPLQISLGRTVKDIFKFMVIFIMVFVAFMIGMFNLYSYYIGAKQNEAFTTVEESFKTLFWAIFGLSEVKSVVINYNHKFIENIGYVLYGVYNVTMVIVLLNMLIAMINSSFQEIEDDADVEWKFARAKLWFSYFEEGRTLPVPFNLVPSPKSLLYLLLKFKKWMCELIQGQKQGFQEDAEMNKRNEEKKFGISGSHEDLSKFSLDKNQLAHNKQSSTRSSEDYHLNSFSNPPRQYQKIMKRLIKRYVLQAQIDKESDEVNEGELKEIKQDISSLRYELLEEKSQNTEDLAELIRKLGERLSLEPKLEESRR
RGS4 inh – RGS4 inhibitors, primary screen, cell-based, HEK293 M3R inducible RGS4, calcium flux; Regulator of G-protein signaling 4 (Homo sapiens), P49798; Fluo-4 calcium flux; hits give high values; triggered by carbachol at its EC20; B-score at 10 µM; 310,000 tested, 0.45% active;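 active means B-score, a plate-corrected calcium signal, over three deviations above library mean, with baseline fluorescence within five deviations of library mean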;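 further: RGS4 expression induced by doxycycline in cells with stable M3 receptor; B-score is computed from the integrated fluorescence ratio over baseline after carbachol; higher B-score means a larger calcium signal and so more RGS4 inhibition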
Target sequence (P49798 whole entry, looked up): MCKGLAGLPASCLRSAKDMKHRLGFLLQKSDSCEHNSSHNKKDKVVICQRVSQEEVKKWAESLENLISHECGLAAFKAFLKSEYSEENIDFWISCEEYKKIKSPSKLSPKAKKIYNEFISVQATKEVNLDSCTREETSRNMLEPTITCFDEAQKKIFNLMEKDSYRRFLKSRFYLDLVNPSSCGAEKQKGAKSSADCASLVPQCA
TRPC6 act – mouse TRPC6 channel activators, primary screen, cell-based, HEK293, membrane potential dye; AID 2550, 2010; B-score at 10 µM; HEK293-TRPC6 membrane potential dye fluorescence; hits give high values; 310,000 tested, 0.13% active;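 active means B-score of the integrated fluorescence ratio above library mean plus 3 SD, and starting fluorescence ratio within library mean plus 5 SD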;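 further: higher score means more depolarization so channel activation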
MrgX1 antag – antagonists of human MrgX1 receptor, primary screen, HEK293 cells, Fluo-4 calcium flux. Mas-related G-protein coupled receptor member X1 (Homo sapiens), Q96LB2. BAM8-22 antagonism; hits give low values. B-score at 10 µM. 310,000 tested, 1.3% active;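 active means calcium-response B-score plate-corrected more than 3 library SD below zero, starting fluorescence within 5 deviations, no agonist response on first addition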;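 further: peak minus trough fluorescence over baseline after final BAM8-22 challenge near maximal dose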
Active calls of the source: *; i = inactive; ? = inconclusive; · = not tested or not shown. Hits appear at their usual frequency (roughly 6.1% active in at least one column).

SMILES	TRPC4 block	RGS4 act	Platelet DG rel	HIF act	MrgX1 agonist	MrgX1 allo act	SKKanGAS inh	TRPC6 inh	RGS4 inh	TRPC6 act	MrgX1 antag
Cc1cc(C(=O)Nc2cccc(O)c2)c(C)o1	i	i	-13	0.5	i	i	-4	i	i	i	i
O=C(CN1CCN(c2ccccn2)CC1)Nc1cccc(C(F)(F)F)c1	i	i	0	-0.2	i	i	?	i	i	i	i
COc1ccc2c(c1)c(=O)cc(-c1ccccc1)n2C	i	i	0	2.0	i	i	5	i	i	i	i
CCOP(=O)(OCC)C(Nc1ccccc1)c1ccc2c(c1)OCO2 (centres undefined)	i	i	0	-0.1	i	i	0	i	i	i	i
Cc1cc(C)c(NC(=O)C2C3/C=C\CCCCC32)c(C)c1 (centres undefined)	i	i	-3	0.2	i	i	7	i	i	i	i
O=C(NCCc1ccc(Cl)cc1)c1ncn[nH]1	i	i	2	-0.1	i	i	5	i	i	i	i
Cc1nc(-c2cnn(-c3ccccc3)c2)c2cc(C)oc2n1	i	i	2	0.4	i	i	24	i	i	i	i
CCCNC(=O)CN1CCN(c2cc3ccccc3c(Cl)n2)CC1	i	i	1	-0.2	i	i	2	i	i	i	i
Cc1cccc(Nc2nc(N)c([N+](=O)[O-])c(N3CC(C)OC(C)C3)n2)c1 (centres undefined)	i	i	1	-0.8	i	i	-5	i	i	i	i
Cc1cc2cc(CNC(=O)CC(C)C)ccc2n1C	i	i	-2	0.3	i	i	-4	i	i	i	i
Cc1ccc(C)c(CN2C(=O)c3ccccc3S(=O)c3ccc(C(=O)N4CCN(c5ccccn5)CC4)cc32)c1 (centres undefined)	i	i	-3	-0.7	i	i	15	i	i	i	i
COc1cc(C)c(Cl)cc1S(=O)(=O)NCC1CCCO1 (centres undefined)	i	i	-3	-0.1	i	i	-9	i	i	i	i

Single records (already shown).
`Cc1cccc(Nc2nc(N)c([N+](=O)[O-])c(N3CC(C)OC(C)C3)n2)c1` (centres undefined) is entered as TRPC4 block = i; RGS4 act = i; Platelet DG rel = 1; HIF act = -0.8; MrgX1 agonist = i; MrgX1 allo act = i; SKKanGAS inh = -5; TRPC6 inh = i; RGS4 inh = i; TRPC6 act = i; MrgX1 antag = i
`CCCNC(=O)CN1CCN(c2cc3ccccc3c(Cl)n2)CC1` is entered as TRPC4 block = i; RGS4 act = i; Platelet DG rel = 1; HIF act = -0.2; MrgX1 agonist = i; MrgX1 allo act = i; SKKanGAS inh = 2; TRPC6 inh = i; RGS4 inh = i; TRPC6 act = i; MrgX1 antag = i

Next structures follow:
SMILES	TRPC4 block	RGS4 act	Platelet DG rel	HIF act	MrgX1 agonist	MrgX1 allo act	SKKanGAS inh	TRPC6 inh	RGS4 inh	TRPC6 act	MrgX1 antag
O=C(CNC(=O)c1ccco1)N/N=C/c1c[nH]c2ccccc12	i	i	1	-1.6	i	i	2	i	i	i	i
CCOc1ccc(N2CC(C(=O)NC3CCCCCC3)CC2=O)cc1 (centres undefined)	i	i	-7	0.1	i	i	2	i	i	i	i
COc1cc(OC)cc(-c2nc(-c3cc4cc(C)ccc4nc3OC)no2)c1	i	i	-3	-0.3	·	·	2	i	i	i	·
O=C(NC1C(=O)NNC1c1ccccc1)c1ccccc1 (centres undefined)	i	i	-17	2.5	i	i	1	i	i	i	i
CCOC(=O)CC1CCCCN1C(=O)CCCn1nnnc1CN1CCC(C)CC1 (centres undefined)	i	i	-24	0.0	i	i	-4	i	i	i	i
COc1ccc(-n2c(C)cc(C(=O)COC(=O)Cc3n[nH]c(=O)c4ccccc34)c2C)cc1	i	i	16	-1.1	i	i	5	i	i	i	i
NS(=O)(=O)c1ccc(CNC(=O)COc2ccc3c4c(c(=O)oc3c2)CCCC4)cc1	i	i	-11	0.1	i	i	-7	i	i	i	i
O=[N+]([O-])c1c(C(Cl)Cl)nn(-c2ccccc2)c1N1CCOCC1	i	i	21	-0.9	i	i	-2	i	i	i	i
CCOc1ccc(C(C)=O)cc1COC(=O)CNC(=O)c1cccs1	i	i	1	0.0	i	i	-4	i	i	i	i
CC(C)C(=O)Nc1ccc(NC(=O)c2ccc3c(c2)OCO3)cc1	i	i	9	0.0	i	i	-3	i	i	i	i
Cc1cccn2c(=O)c3cc(C(=O)NC4CCS(=O)(=O)C4)n(Cc4ccccc4)c3nc12 (centres undefined)	i	i	12	-0.8	i	i	4	i	i	i	i
CC(C)OC(=O)C(C#N)c1nc2ccccc2nc1N1CCCC1 (centres undefined)	i	i	1	0.2	i	i	4	i	i	i	i
O=C(NCc1cccnc1)c1ccccc1[N+](=O)[O-]	i	i	-5	0.1	i	i	-14	i	i	i	i
COC(=O)c1ccccc1NC(=O)c1cncc(Br)c1	i	i	5	0.6	i	i	-5	i	i	i	i
COc1ccc(-n2nnc3c(=O)n(Cc4cccc(C)c4)cnc32)cc1	i	i	-5	-0.1	i	i	-10	i	i	i	i
CC(C)=C1C2CCC1C(C(=O)Nc1sc(C)c(-c3ccc(C(C)C)cc3)c1C(N)=O)C2C(=O)O (centres undefined)	i	i	-1	-0.2	i	i	-13	i	i	i	i
CCC(C#CCN1CCCCC1)(CC)OCCC#N	i	i	-5	0.1	i	i	-8	i	i	i	i
Cc1ccc(S(=O)(=O)N2CCCc3ccccc32)cc1C	i	i	-7	-18	i	i	-1	i	i	i	i
NC(=O)CCCCC(=O)OCCCc1cccs1	i	i	-5	0.4	i	i	6	i	i	i	i
Cc1cc(C)nc(/N=C2\NC(=O)CC(C(=O)O)N2c2ccc(F)c(Cl)c2)n1 (centres undefined)	i	i	-2	-0.2	i	i	-3	i	i	i	i
CCNc1ccc(C(=O)OCC(=O)N2CCCC2)cc1[N+](=O)[O-]	i	i	1	-0.3	i	i	3	i	i	i	i
COC(=O)c1cc(S(=O)(=O)NCC2CCN(CCc3ccc(OC)cc3)CC2)c[nH]1	i	i	6	·	i	i	-5	i	i	i	i
Cc1ccc2c(c1)N(CC(=O)N1CCCCCC1)C(=O)CO2	i	i	-4	0.1	i	i	-11	i	i	i	i
C[C@H]1CN(CCc2ccccc2)C(=O)[C@@H]1CC(=O)NCc1ccccc1	i	i	11	-0.3	i	i	-1	i	i	i	i
O=C(O)C1CCCN(C(=O)c2cccc3ccccc23)C1 (centres undefined)	i	i	0	-0.3	i	i	-2	i	i	i	i
CCCCC(=O)Nc1cccc(C(=O)Nc2ccccc2C(=O)O)c1	i	i	-2	-0.7	i	i	6	i	i	i	i
COc1ccc(Cl)cc1N/C(N)=N/c1nc(C)cc(C)n1	-7*	i	4	-0.2	i	i	0	-5.6*	i	i	i
CCOC(=O)CSc1nc2cc(C)cc(C)c2cc1C#N	i	i	-2	1.7	i	i	-8	i	i	i	i
NC(=O)c1c(NC(=O)Cn2cc([N+](=O)[O-])cn2)sc2c1CCCC2	i	i	-4	0.0	i	i	2	i	i	i	i
Brc1cccc2sc(N3CCCC3)nc12	i	i	11	2.6	i	i	-1	i	i	i	i
CCCCCCN1C(=O)C(O)=C(C(C)=O)C1c1ccc(Cl)cc1 (centres undefined)	i	i	-14	0.5	i	i	3	i	i	i	i
COCC(=O)NCc1nc2ccccc2[nH]1	i	i	6	0.0	i	i	1	i	i	i	i
CCCCNC(=O)c1ccc2c(c1)N(C)C(=O)c1ccccc1S2	i	i	0	1.1	i	i	-1	i	i	i	i
c1ccc2c(CNn3cnnc3)cccc2c1	i	i	-5	-50	i	i	-6	i	i	i	i
Cc1c(C(c2ccccc2O)c2c(C)n(C)n(-c3ccccc3)c2=O)c(=O)n(-c2ccccc2)n1C	i	i	0	-0.1	i	i	1	i	i	i	i
COc1cccc(NC(=O)CN(C)C(=O)c2cccc(S(=O)(=O)N3CCN(c4ccccc4)CC3)c2)c1	i	i	-16	0.1	i	i	-2	i	i	i	i
CN(C)c1cccc(NC(=O)CCc2ccccc2)c1	i	i	11	0.4	i	i	15	i	i	i	i
c1ccc(Oc2ccc(-c3ccnc4nc(N5CCOCC5)nn34)cc2)cc1	i	i	-3	-0.4	i	i	5	i	i	i	i
COc1cccc(OCc2nnc(SCC(=O)N3c4ccccc4Sc4ccc(Cl)cc43)o2)c1	i	i	3	0.9	i	i	7	i	i	i	i
CCN1CCN(CCCNC(=O)CS(=O)(=O)Cc2nc(-c3cccc(OC)c3)oc2C)CC1	i	i	0	0.0	i	i	-1	i	i	i	i
COc1cccc(CNC(=O)CSc2ccc(-c3ccncc3)nn2)c1	i	i	0	0.0	i	i	10	i	i	i	i
CC1CCCC(NC(=O)C2CCN(S(=O)(=O)c3cccc4nonc34)CC2)C1C (centres undefined)	i	i	12	0.4	i	i	0	i	i	i	i
CCOCc1cc(=O)[nH]c(SC)n1	i	i	5	0.0	·	·	-6	i	i	i	·
Cc1ccc(C(=O)NN2C(=O)C3C4C=CC([C@@H]3C2=O)C42CC2)cc1 (some centres undefined)	i	i	-3	0.1	i	i	1	i	i	i	i
CCOC(=O)c1cc2occc2n1CC(=O)N1CCN(C(=O)c2ccco2)CC1	i	i	1	-0.4	i	i	1	i	i	i	i
COCCn1c(C)cc(C(=O)CN2CCCCC2)c1C	i	i	-2	0.0	i	i	-6	i	i	i	i
CCCn1c(C2CCCN2c2nc(-c3ccc(C)cc3)cs2)nc2ccccc21 (centres undefined)	i	i	8	-0.3	i	i	20	i	i	i	i
CN(C)CCCNCCCNC(=O)c1ccncc1	i	i	2	0.2	i	i	1	i	i	i	i
CC/C(=N\NC(=O)c1nnn(-c2nonc2N)c1-c1ccc2c(c1)OCO2)c1ccccc1	i	i	2	0.0	i	i	5	i	i	i	i
CC(C)c1ccc(S(=O)(=O)N2CCC3(CC2)OCCO3)cc1	i	i	18	0.3	i	i	4	i	i	i	i

Compound activity as filed in PubChem.
